Screening results: PubChem, National Center for Advancing Translational Sciences (NCATS)
RECQ1 helicase: qHTS Assay for Inhibitors of RecQ-Like Dna Helicase 1 (RECQ1). ATP-dependent DNA helicase Q1 (Homo sapiens), P46063. RECQ1 DNA unwinding, red fluorescence kinetic read. Potency, µM (top dose mostly 57.3 µM), without a hit: top-dose activity, negative = inhibition, most hits filed as inhibitors. 240,000 compounds, 0.54% hits. AID 2549, 2010;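 also: plate controls were vehicle for no effect and no enzyme for full effect; nearly all actives have a fitted effect of over 30% in size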
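50 nM RECQ1T1 preincubated 15 min with compound in Tris pH 8.0 buffer with MgCl2, DTT, Tween-20 and 2.5 ug/ml poly(dI-dC); started with 200 nM TAMRA/BHQ-2 forked duplex and 2 mM ATP. Unwinding read as fluorescence (525/598 nm), two reads 2 h apart.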
Lamin A splicing: qHTS Assay for Modulators of Lamin A Splicing | AID 1487, 2009 | HeLa LMNA splicing GFP/RFP minigene ratio, 48 h | Potency, µM (highest dose often 46.1 µM), without a hit: at the highest dose ratio change, negative = inhibition, usual class: inhibitors | 200,000 compounds, 0.01% hits; active = well fitted inhibition curve with a large enough effect in the signal ratio, with a control signal flat, not every such curve was filed as active; inconclusive = small, poorly fitted or top-dose-only effect, or effect the other way, or a change in a side signal; the % refers to the signal ratio; also: % is scaled to controls: 0 for no effect and ±100 for the full control effect
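S3 HeLa cells stably expressing lamin A-EGFP splicing minigene plus DsRed2, 600 cells/well, 48 h compound exposure at 37C. Laser-scanning cytometry; analysed as GFP (500-530 nm)/RFP (575-640 nm) total intensity ratio; 0.5% DMSO vehicle.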
TexasRed fluor: Total Fluorescence Counterscreen for Inhibitors of the Interaction of Thyroid Hormone Receptor and Steroid Receptor Coregulator 2; TRb/SRC2 Texas Red total fluorescence interference; Potency, µM (series often up to 106 µM), inactives show at the highest dose fluorescence change, negative = quenching; 280,000 compounds, 0.29% hits; AID 1479, 2009; active = well fitted curve in either direction with a large enough effect; inconclusive = small, poorly fitted or top-dose-only effect; also: % is scaled to controls: 0 for no effect and ±100 for the full control effect
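Flags fluorescent or light-absorbing compounds by total fluorescence, S + 2P, at 555 nm excitation and 632 nm emission. Mixture: 20 nM Texas Red SRC2 peptide, 0.6 uM human TRb LBD, 1 uM T3, 5% DMSO; compound exposure 5 h at ambient temperature.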
SMN2 splice up: qHTS Assay for Enhancers of SMN2 Splice Variant Expression; HEK293 SMN2-luciferase splicing reporter, luminescence, 30-36 h; Potency, µM (doses to about 46.1 µM), without a hit: at the top dose activity change, positive = activation, usual class: activators; 210,000 compounds, 2.8% hits; also: % of control where 0% means no effect; nearly all actives have a fitted effect of over 55% in size
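HEK293 cells carry an SMN2 minigene-luciferase reporter in which exon 7 inclusion puts luciferase in frame. Cells were seeded at 2000 cells/well, attached for 10-12 hours, then exposed to compounds for 30-36 hours at 37C before ONE-Glo luminescence.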
TRb-SRC2 inh: qHTS for Inhibitors of the Interaction of Thyroid Hormone Receptor and Steroid Receptor Coregulator 2; Thyroid hormone receptor beta (Homo sapiens), P10828; 280,000 compounds, 0.065% hits; AID 1469, 2008; TRbeta-SRC2 peptide binding, fluorescence polarization; receptor liganded with 1 µM T3; Potency, µM (top dose mostly 106 µM), without a hit: top-dose activity change, negative = inhibition, actives largely listed as inhibitors;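 also: plate controls were bound peptide for no effect and peptide without receptor for full effect; nearly all actives have a fitted effect of over 50% in size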
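Quantitative HTS by FP: 0.6 uM TRb LBD, 20 nM labeled SRC2 20-mer, 1 uM T3, 5% DMSO; 5 hr ambient incubation; % activity per concentration and potencies from concentration series.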
JMJD2E inh: qHTS Assay for Inhibitors of Human Jumonji Domain Containing 2E (JMJD2E). Lysine-specific demethylase 4E (Homo sapiens), B2RXH2. AID 2147, 2009. 230,000 compounds, 1.6% hits. Potency, µM (top dose mostly 57.1 µM), for inactives: at the top dose activity change, negative = inhibition, actives largely listed as inhibitors. JMJD2E catalytic domain, FDH-coupled NADH fluorescence (FDH is formaldehyde dehydrogenase); active = well fitted inhibition curve with a large enough effect, not every such curve was filed as active; inconclusive = small, poorly fitted or top-dose-only effect, or another doubt; inactive = no such curve, though single readings can be large or run the other way;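 also: 0% = wells with enzyme and -100% = buffer wells without enzyme; nearly all actives have a fitted effect of over 50% in size; many of its hits are not listed in these tables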
Target sequence (B2RXH2 1-337 limits assumed): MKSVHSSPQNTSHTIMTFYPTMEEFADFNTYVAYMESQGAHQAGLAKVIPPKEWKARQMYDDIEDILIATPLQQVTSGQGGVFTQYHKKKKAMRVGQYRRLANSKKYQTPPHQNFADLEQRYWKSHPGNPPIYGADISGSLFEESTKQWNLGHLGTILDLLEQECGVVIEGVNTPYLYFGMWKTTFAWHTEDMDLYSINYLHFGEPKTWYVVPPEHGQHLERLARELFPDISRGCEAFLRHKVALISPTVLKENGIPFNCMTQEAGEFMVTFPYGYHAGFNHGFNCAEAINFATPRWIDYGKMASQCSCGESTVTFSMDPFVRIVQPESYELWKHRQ
RGS12 GoLoco inh: qHTS Assay for Inhibitors of RGS12 GoLoco Motif Activity (Red Fluorophore). Guanine nucleotide-binding protein G(i) subunit alpha-1 (Homo sapiens), P63096. Gai1:RGS12 GoLoco peptide FP, rhodamine, 10 min. Potency, µM (top dose mostly 61.6 µM), for the others: at the top dose activity, negative = inhibition, most hits filed as inhibitors. 230,000 compounds, 0.44% hits. AID 880, 2007; active = well fitted inhibition curve with a large enough effect, not every such curve was filed as active; inactive = no such curve, though single readings can be large or run the other way; also: % is scaled to controls: 0 for no effect and ±100 for the full control effect; nearly all actives have a fitted effect of over 30% in size; many of its hits are not listed in these tables
ALDH1A1 block: qHTS Assay for Inhibitors of Aldehyde Dehydrogenase 1 (ALDH1A1); Aldehyde dehydrogenase 1A1 (Homo sapiens), P00352; Purified ALDH1A1, NADH fluorescence, propionaldehyde substrate; Potency, µM (doses to about 75.3 µM), inactives show at the highest dose activity, negative = inhibition, most hits filed as inhibitors; 220,000 compounds, 7.3% hits; active = well fitted inhibition curve with a large enough effect, not every such curve was filed as active; inconclusive = small, poorly fitted or top-dose-only effect, or another doubt; inactive = no such curve, though single readings can be large or run the other way;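 also: plate controls were no enzyme wells and a reference inhibitor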
Target sequence (P00352 whole entry, looked up): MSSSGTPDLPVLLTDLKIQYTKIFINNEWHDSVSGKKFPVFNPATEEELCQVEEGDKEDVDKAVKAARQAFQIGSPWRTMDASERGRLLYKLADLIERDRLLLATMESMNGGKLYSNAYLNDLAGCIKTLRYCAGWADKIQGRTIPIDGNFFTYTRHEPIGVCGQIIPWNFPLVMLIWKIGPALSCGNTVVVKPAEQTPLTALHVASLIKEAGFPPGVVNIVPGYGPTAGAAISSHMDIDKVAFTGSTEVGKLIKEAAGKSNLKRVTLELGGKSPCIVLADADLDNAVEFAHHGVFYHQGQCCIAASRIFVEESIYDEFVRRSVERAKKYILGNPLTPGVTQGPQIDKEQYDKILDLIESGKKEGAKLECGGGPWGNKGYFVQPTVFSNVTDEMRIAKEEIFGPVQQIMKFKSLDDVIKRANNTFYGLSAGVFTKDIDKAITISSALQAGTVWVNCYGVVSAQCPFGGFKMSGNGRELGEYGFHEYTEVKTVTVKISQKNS
Numbers without * were called inactive; i = inactive; ? = inconclusive; / = no result given; & = joins results of further samples; [ ] = remark or other dose. Unless noted, calls follow the shape of the dose curve; as a rule, active = well fitted curve in the direction sought with a large enough effect; inconclusive = small, poorly fitted or top-dose-only effect, or another doubt; inactive = no such curve, though single readings can be large; an effect the other way counts as inactive or inconclusive. Potency is read from the fitted curve at half-maximal effect.

Results follow in this order: RECQ1 helicase, Lamin A splicing, TexasRed fluor, SMN2 splice up, TRb-SRC2 inh, JMJD2E inh, RGS12 GoLoco inh, ALDH1A1 block
CCOc1ccc2nc(SCC(=O)NCc3ccc4c(c3)OCO4)[nH]c2c1
 : 3%, 2%, 2%, -12%, 4%, -7%, 6%, -5%
CCOC(=O)C1=C(C)N=c2s/c(=C\C(=O)OC)c(=O)n2C1c1ccc(OC)cc1 (configuration not stated)
 : -5%, 11%, 7%, 41%, 0%, -3%, 28%, 5%
CCc1cc2c(SCC(=O)O)ncnc2s1
 : -6%, -8%, -1%, 26%, -15%, 8%, 2%, -7%
COCCOCCn1cnc2ccccc21
 : -2%, 10%, -1%, 9%, -6%, 0%, 12%, 8%
CCCCOC(=O)c1ccc(NC(=O)C2CCCO2)cc1 (configuration not stated)
 : i, 2%, -1%, 8%, 1%, 17%, 8%, -15%
CCC1(c2ccccc2)NC(=S)N(c2ccc(C)c(C)c2)N1 (configuration not stated)
 : 5%, 15%[46 µM], 0%, 7%, -8%, ?, 14%, ?
O=C(NCCc1ccccc1)c1cnc2n(c1=O)CCS2
 : -2%, 13%[9.22 µM], -1%, ?, -4%, -5%, -2%, -6%
COc1ccc(OC)c(N(CC(=O)Nc2cccc(C(F)(F)F)c2)S(C)(=O)=O)c1
 : i, 6%[46 µM], -2%, -11%, 8%, -4%, 10%, -4%
CCOc1ccccc1NC(=S)NNS(=O)(=O)c1c(C)cc(C)cc1C
 : -6%, 5%, 1%, 2%, 3%, -1%, -1%, 1%
O=C(CN1C(=O)C2CC=CCC2C1=O)Nc1nc2ccc(F)cc2s1 (configuration not stated)
 : -10%, ?, 1%, 4%, 8%, -2%, 62%[activator], -1%
COc1c(/C=N/NC(=O)[C@H]2C[C@@H]2c2ccccc2)c(CCN(C)C(C)=O)cc2c1OCO2
 : -2%, /, -5%, /, -2%, 5%, 0%, /
O=C1CCC(=O)N1OCCCOc1ccc(Br)cc1Cl
 : -6%, -8%, -3%, ?, 8%, -1%, -3%, -2%
N#Cc1ccc(NC(=O)c2cc(=O)c3ccccc3o2)cc1
 : -6%, 13%[46 µM], -1%, -4%, 1%, -8%, 7%, -9%
CCOc1ccc(NC(=S)Nc2ccc(OCc3ccccc3)cc2)cc1
 : -4%, 5%, -3%, 12%[1.84 µM], 11%, 1%, 1%, 4%
CC1(C)N=C(N)NC(Nc2cccc(Br)c2)=N1
 : i, 1%, 4%, -4%, -3%, 5%, 0%, 16%
CC(=O)OCCNC(=O)c1cccnc1
 : -10%&-4%, 13%, 0%&-1%, -15%, 2%&0%, 6%&2%, 7%&6%, 5%&5%
CC(=O)C1=C(O)C(=O)N(c2cc(C(C)(C)C)on2)C1c1ccc(Br)cc1 (configuration not stated)
 : 1%, ?, -2%, -12%, 3%, -22%, 11%, 1%
CCC(=O)c1ccc(OC(=O)c2cnccn2)cc1
 : -8%, -15%[46 µM], -2%, 10%, -8%, ?, -2%, -1%
CCCCc1ccc(NC(=S)NCCO)cc1
 : i, ?, -1%, 2%, -1%, 1%, 23%, 7%
CCCc1cc(=O)[nH]c(SCC(=O)c2cc(C)n(-c3cc(C)on3)c2C)n1
 : i, /, -1%, -6%, -5%, -5%, 9%, -8%
CCOC(=O)N1CCN(c2c(N3CCN(C(=O)OCC)CC3)c(=O)c2=O)CC1
 : -4%, /, -3%, /, -5%, 4%, 3%, /
Cc1occc1C(=O)N/N=C/c1cnn(C)c1C
 : -2%, -2%, -2%, 21%, 2%, -3%, -3%, 6%
O=C(NNC(=O)c1ccc(F)cc1)C(=O)N1CCCCC1
 : -1%, -8%, 0%, -2%[1.84 µM], -1%, 3%, -8%, -1%
CC(=O)Nc1ccc(NC(=O)N2CCCCC2)cc1
 : 4%, -3%, 2%, ?, -8%, 8%, -10%, 5%
O=C1c2oc3ccc(F)cc3c(=O)c2C(c2ccncc2)N1CCN1CCOCC1 (configuration not stated)
 : i, -4%, -6%, -6%, -1%, ?, 12%, -10%
COC(CN(C)C(C(=O)NC1CCCCC1)c1ccccc1)OC (configuration not stated)
 : i, /, -7%, -14%, -5%, -6%, -1%, 7%
O=C(Nc1ccncc1)c1cn(-c2ccccc2)nc1-c1cccs1
 : 2%, 6%, -2%, 3%, 5%, -1%, 42%[activator], ?
CCNc1ncc2nc(-c3cc(F)cc(F)c3)c(=O)n(CCc3ccccc3)c2n1
 : ?, ?, /, /, /, /, -98%, ?
CCN(CC)CCCN(Cc1cc2cc3c(cc2[nH]c1=O)OCCO3)C(=O)Nc1ccccc1
 : 14%, -1%, -5%, /, -12%, ?, /, ?
O=C(CCSc1ccccc1)N1CCCC1
 : -7%, -8%[46 µM], -2%, 11µM*, 4%, 5%, 17%, ?

Next section; it opens with the six that closed the last part.
Results follow in this order: RECQ1 helicase, Lamin A splicing, TexasRed fluor, SMN2 splice up, TRb-SRC2 inh, JMJD2E inh, RGS12 GoLoco inh, ALDH1A1 block
O=C1c2oc3ccc(F)cc3c(=O)c2C(c2ccncc2)N1CCN1CCOCC1 (configuration not stated)
 : i, -4%, -6%, -6%, -1%, ?, 12%, -10%
COC(CN(C)C(C(=O)NC1CCCCC1)c1ccccc1)OC (configuration not stated)
 : i, /, -7%, -14%, -5%, -6%, -1%, 7%
O=C(Nc1ccncc1)c1cn(-c2ccccc2)nc1-c1cccs1
 : 2%, 6%, -2%, 3%, 5%, -1%, 42%[activator], ?
CCNc1ncc2nc(-c3cc(F)cc(F)c3)c(=O)n(CCc3ccccc3)c2n1
 : ?, ?, /, /, /, /, -98%, ?
CCN(CC)CCCN(Cc1cc2cc3c(cc2[nH]c1=O)OCCO3)C(=O)Nc1ccccc1
 : 14%, -1%, -5%, /, -12%, ?, /, ?
O=C(CCSc1ccccc1)N1CCCC1
 : -7%, -8%[46 µM], -2%, 11µM*, 4%, 5%, 17%, ?
O=C(c1ccc2c(c1)OCO2)C1CCCN(Cc2cc(F)ccc2-n2cccn2)C1 (configuration not stated)
 : i, ?, -4%, /, -7%, -12%, 7%, ?
COc1cccc(CNC(=O)CCC2CCCN(C(=O)c3cccc(Cl)c3)C2)c1 (configuration not stated)
 : i, ?, 0%, /, 3%, -5%, 2%, ?
CCOC(=O)CSc1nnc(CNc2ccc(Cl)cc2)n1Cc1ccccc1
 : i, -4%, -5%, -35%, -12%, 5%, 8%, 0%
O=C(N/C(=C\c1ccc(Br)cc1)C(=O)N1CCCC1)c1cccs1
 : -7%, 1%[46 µM], -1%, -12%, 13%, 5%, -1%, ?
CC1=C(C(=O)O)N2C(=O)C(NC(=O)c3nn(C)cc3Cl)C2SC1 (configuration not stated)
 : -1%, -2%, 1%, -6%, 2%, -3%, -6%, 11%
CCc1cc(=O)oc2c(CN3CCCC3)c(O)c(Cl)cc12
 : i, -8%, -1%, 7%, 0%, ?, 11%, ?
Cc1sc2nc(SCC(=O)NCc3ccco3)n(-c3ccccc3)c(=O)c2c1C
 : 0%, 8%, -3%, -21%, 0%, ?, 4%, -6%
O=C(N/N=C\c1cn[nH]c1-c1ccccc1)c1cccnc1
 : -10%, -14%, 0%, -13%, 9%, 8%, 7%, -12%
NC(=O)c1nn(-c2ccccc2)nc1NC(=O)CN1CCCC1
 : 1%, /, 2%, /, 9%, ?, 11%, /
O=C(/C=C/c1ccco1)N(Cc1ccc(Cl)cc1)C1CCS(=O)(=O)C1 (configuration not stated)
 : -7%, /, -2%, /, 0%, -4%, 6%, /
COc1ccc(-c2csc(N)n2)cc1F
 : 8%, 7%[46 µM], -3%, ?, -5%, 2%, -2%, 11µM*
Cc1ccccc1-n1ncc2c([N+](=O)[O-])cc([N+](=O)[O-])cc21
 : i, ?, -2%, -16%, -3%, -11%, 3%, ?
Cc1c(C(=O)NCCCN2CCOCC2)sc2ncnc(N3CCN(c4ccccc4)CC3)c12
 : i, 2%, 0%, 10%, 7%, -5%, 4%, 6%
CCc1ccccc1NC(=O)N[C@@H](C)C(=O)OC
 : -5%, 9%, 2%, 10%, 2%, 6%, 3%, 15%
CC(=O)N1c2ccccc2C(=O)OC1c1cccnc1 (configuration not stated)
 : 8%, -4%, 0%, -14%, -8%, ?, 6%, ?
Cc1ccc(/C=N/n2c(C)nnc2C)cc1
 : -13%, -7%, 0%, 8%, -4%, 1%, -2%, 3%
CCOC(=O)CC(/C(C)=N\O)c1ccccc1 (configuration not stated)
 : -12%, 2%, 0%, /, -9%, -2%, /, 4%
Cc1ccccc1NCc1ccccc1O
 : -16%, 1%, 3%, /, -1%, -8%, /, ?
O=C(O)c1nc2cc(Cl)c(Cl)cc2[nH]c1=O
 : i, ?, 3%, -10%, 3%, -10%, 1%, -4%
CCCCn1c(/N=C/c2ccc(N(C)C)cc2)nc2ccccc21
 : 5%, -4%, -8%, -20%, 3%, -5%, 11%, 2.8µM*
CN(C)C(=O)c1ccc(-c2nccc(NCc3cccs3)n2)cc1
 : -1%, 6%, /, /, /, /, 8%, 7%
CC(=O)c1c(C)nn(CC(O)COc2ccc3ccccc3c2)c1C (configuration not stated)
 : i, /, -1%[53 µM], /, 21%[53 µM], -36%, -10%, 3%
COc1ccc(NC(=O)CC2CCCC2)cc1S(=O)(=O)N1CCCCC1
 : -5%, ?, -1%[53 µM], -19%, 4%[53 µM], -5%, -7%, 4%

Not all compounds are listed; rates above refer to the full screens.
